Screens as filed in PubChem.
MsrA inhibitor: inhibits bovine methionine sulfoxide reductase A | purified bovine MsrA, absorbance read-out | 360,000 compounds, 0.75% hits | inhibition, % at 15.5 µM; in the data active = inhibition above about 4.5%;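 note: 0% = vehicle wells with enzyme and 100% = reference inhibitor wells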
* marks the source's active call; other numbers are inactive results.

Start of the listing, in advance (5 entries):
SMILES,MsrA inhibitor
COC(=O)C1C(c2ccc(F)cc2)CC2CCC1N2C (centres undefined),-0.6
CN1C(=O)N(C)C(=O)C2(Cc3cc(N)ccc3N3CCN(c4ccccc4F)CC32)C1=O (centres undefined),0.4
O=C(NCCN1CCC2(CC1)C(=O)NCN2c1ccccc1)c1ccc(F)cc1F,0.2
Nc1ccc(Cl)cc1,0.0
COC1=CC(=O)[C@]2(C=C1OC)OC[C@@H]1Oc3c(ccc4c3C=CC(C)(C)O4)C(=O)[C@@H]12,0.4

The list itself, from the start:
SMILES,MsrA inhibitor
COC(=O)C1C(c2ccc(F)cc2)CC2CCC1N2C (centres undefined),-0.6
CN1C(=O)N(C)C(=O)C2(Cc3cc(N)ccc3N3CCN(c4ccccc4F)CC32)C1=O (centres undefined),0.4
O=C(NCCN1CCC2(CC1)C(=O)NCN2c1ccccc1)c1ccc(F)cc1F,0.2
Nc1ccc(Cl)cc1,0.0
COC1=CC(=O)[C@]2(C=C1OC)OC[C@@H]1Oc3c(ccc4c3C=CC(C)(C)O4)C(=O)[C@@H]12,0.4
CCC(C)NC1(c2ccccc2)CCCCC1 (centres undefined),-0.9
CCOC(=O)CNC(=O)N1Cc2cc(Br)ccc2-n2nncc2C1,0.5
C[C@]12CCC3C(CC[C@H]4C[C@@H](O)CC[C@]34C)C1C[C@@H](Br)[C@@H]2O (some centres undefined),0.5
COc1ccc(CN2CCN(c3ccccc3F)CC2)c(OC)c1,0.5
O=C(NCCN1CCC2(CC1)C(=O)NCN2c1ccccc1)c1cccc2c1-c1ccccc1C2=O,0.0
O=C(NCCN1CCC2(CC1)C(=O)NCN2c1ccccc1)c1ccc2ccccc2c1,-0.3
Clc1ccc(Cl)c(Cl)c1,0.2
O=C(O)C(Br)Br,0.1
COc1ccc(C2c3c(nc(C)[nH]c3=O)Oc3c2c(=O)oc2ccccc32)cc1 (centres undefined),1.5
O=C(Nc1ccccc1)N1Cc2cc(Br)ccc2-n2nncc2C1,-1.6
COc1cc(CCN)c(OC)cc1C,-1.0
Cc1ccccc1C(=O)NCCN1CCC2(CC1)C(=O)NCN2c1ccccc1,-0.3
CN1C2CCC1CC(OC(c1ccccc1)c1ccc(Cl)cc1)C2 (centres undefined),-1.6
O=c1[nH]c2cc(Cl)ccc2n1C1CCN(Cc2ccc(-c3nc4ccccc4nc3-c3ccccc3)cc2)CC1,1.4
CC[C@@H]1C[C@H]2CC[C@H](O2)[C@H](C)C(=O)O[C@@H](C)C[C@@H]2CC[C@@H](O2)[C@@H](C)C(=O)O[C@H](C)C[C@H]2CC[C@H](O2)[C@H](C)C(=O)O[C@@H](C)C[C@@H]2CC[C@@H](O2)[C@@H](C)C(=O)O1,0.1
COC(=O)C1C(c2ccc(Cl)cc2)CC2CCC1N2C (centres undefined),-0.5
COC(=O)C1=C(c2ccc(OC(F)(F)F)cc2)C[C@@H]2CC[C@H]1N2C(=O)NCc1ccco1,0.3
O=[N+]([O-])c1ccc(NCc2ccccc2)c2nonc12,2.6
CC(C)(C)c1cc(O)ccc1O,1.2
FCCN(CCF)c1cccc(Cl)c1,-0.1
NC1=C([N+](=O)[O-])C(c2ccc3c(c2)OCO3)c2c(c3ccccc3oc2=O)O1 (centres undefined),-0.5
C[C@H]1CNCCN1c1ccc(N2CC[C@@H](O)C2)c(C#N)c1,1.6
NC1=NC(c2cccnc2)n2c(nc3ccccc32)N1 (centres undefined),-0.2
C=CCN1CC[C@]23c4c5ccc(O)c4OC2C(=O)CC[C@@]3(O)[C@H]1C5 (some centres undefined),-0.9
COc1ccc(/C=C2/C(=O)NC(=O)N(C3CCCCC3)C2=O)cc1CSc1ccccn1,1.8

Some of the entries so far, field by field:
NC1=C([N+](=O)[O-])C(c2ccc3c(c2)OCO3)c2c(c3ccccc3oc2=O)O1 (centres undefined)
  MsrA inhibitor: -0.5
C[C@H]1CNCCN1c1ccc(N2CC[C@@H](O)C2)c(C#N)c1
  MsrA inhibitor: 1.6
NC1=NC(c2cccnc2)n2c(nc3ccccc32)N1 (centres undefined)
  MsrA inhibitor: -0.2
C=CCN1CC[C@]23c4c5ccc(O)c4OC2C(=O)CC[C@@]3(O)[C@H]1C5 (some centres undefined)
  MsrA inhibitor: -0.9

Not all compounds are listed; rates above refer to the full screens.
